# Screening data: PubChem BioAssay, National Center for Advancing Translational Sciences (NCATS)
# PGK inhibitor = inhibitors of T. brucei phosphoglycerate kinase. P07378. PGK/GAPDH coupled, Kinase-Glo luminescence, 60 min. Potency, µM (doses to about 57.5 µM), for inactives: top-dose activity change, negative = inhibition, most hits filed as inhibitors. 380,000 tested, 0.043% active. AID 602233; further: on the % scale 0 is the no-effect control and ±100 the full control effect; nearly all actives have a fitted effect of over 60% in size
# Target sequence (P07378 whole entry, looked up): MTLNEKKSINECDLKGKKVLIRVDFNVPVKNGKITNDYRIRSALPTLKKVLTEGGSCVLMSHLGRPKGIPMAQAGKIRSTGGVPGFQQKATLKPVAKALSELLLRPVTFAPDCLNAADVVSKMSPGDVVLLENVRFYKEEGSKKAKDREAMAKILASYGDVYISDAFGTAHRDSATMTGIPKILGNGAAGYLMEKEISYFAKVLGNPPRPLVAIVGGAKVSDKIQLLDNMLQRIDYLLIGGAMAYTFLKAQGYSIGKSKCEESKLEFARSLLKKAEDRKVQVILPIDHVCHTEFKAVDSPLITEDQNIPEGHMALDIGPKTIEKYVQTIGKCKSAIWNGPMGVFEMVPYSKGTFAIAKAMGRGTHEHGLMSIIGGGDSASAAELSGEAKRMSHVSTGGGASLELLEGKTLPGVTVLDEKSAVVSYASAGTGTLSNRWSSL
#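 Recombinant glycosomal PGK reaction used 1,3-bisphosphoglycerate generated in-well by GAPDH (100nM final) in 100mM TEA pH 7.6, 5mM MgCl2, 0.01% Tween-20. After 60 minutes at room temperature, ATP was read by Kinase-Glo Plus luminescence end-point.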
# GLS inh = blocks human kidney-isoform glutaminase activity | O94925 | GLS enzymatic activity, qHTS titration | Potency, µM (doses to about 45.5 µM), without a hit: at the highest dose activity change, negative = inhibition, usual class: inhibitors | 410,000 tested, 0.21% active; further: on the % scale 0 is the no-effect control and ±100 the full control effect
#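 Enzyme dispensed in phosphate buffer (45 mM, pH 8.2, 0.02% Tween-20), compounds pinned in, then 1 mM L-glutamine solution and the glutamate oxidase–HRP–Amplex Red mix added; fluorescence read immediately and again after 30 min at room temperature.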
# HP1b chromo inh = blocks HP1-beta chromodomain binding to methylated histone tails; 390,000 tested, 0.56% active; AlphaScreen HP1-beta / biotin-H3K9me3 peptide binding; P83916; AID 540317; Potency, µM (series often up to 114 µM), without a hit: at the highest dose activity change, negative = inhibition, hits mostly inhibitors; further: nearly all actives have a fitted effect of over 70% in size; inactives centre near 23
#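 HP1-beta protein (50 nM final) preincubated 30 min at room temperature with biotinylated H3(1-18)K9me3 peptide (50 nM) in PBS pH 7.4, 0.01% Tween-20, then compound added for 30 min. AlphaScreen streptavidin donor/nickel chelate acceptor beads (10 ug/mL final), 30 min dark, luminescence read.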
# TrxR1 inh = inhibitors of rat thioredoxin reductase 1; O89049; recombinant rTrxR1, NADPH fluorescence consumption, selenite substrate; Potency, µM (top dose mostly 114 µM), for the others: top-dose activity change, negative = inhibition, hits mostly inhibitors; 390,000 tested, 1% active; further: on the % scale 0 is the no-effect control and ±100 the full control effect; nearly all actives have a fitted effect of over 65% in size
#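 Rat TrxR1 (90 nM in the dispensed reagent) was pre-reduced with 400 uM NADPH for 5 min at room temperature, then incubated with compound for 15 min. After 400 uM selenite was added, NADPH fluorescence (Ex 340/Em 450 nm) was followed for 8 min.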
# JMJD2A Tudor = JMJD2A Tudor domain (human) inhibition | O75164 | AlphaScreen JMJD2A-Tudor / H3K4me3 peptide binding | Potency, µM (titrated, usually from 114 µM), inactives show at the top dose activity change, negative = inhibition, hits mostly inhibitors | 390,000 tested, 4.4% active; further: on the % scale 0 is the no-effect control and ±100 the full control effect; nearly all actives have a fitted effect of over 50% in size
# RGS4 inh = human RGS4 inhibition. Potency, µM (series often up to 114 µM), inactives show at the top dose activity change, negative = inhibition, hits mostly inhibitors. 390,000 tested, 0.039% active. Transcreener GDP fluorescence polarization, RGS4-accelerated GTP hydrolysis. AID 504845; further: on the % scale 0 is the no-effect control and ±100 the full control effect; nearly all actives have a fitted effect of over 75% in size; some results filed as inactive show a strong effect at the top dose
#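 MLSMR compounds (23 nl, pin-transferred) preincubated 10 min at room temperature with a 500nM (2x) first reagent, then RGS4 at 900nM (2x) plus Transcreener GDP mix added; fluorescence polarization (620/688 nm) read before and after 90 min at 30 °C.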
# ALOX12 inh = ALOX12 (human) lipoxygenase inhibition; P18054; purified 12hLO, xylenol orange hydroperoxide absorbance; Potency, µM (titrated, usually from 108 µM), for the others: at the top dose activity change, negative = inhibition, most hits filed as inhibitors; 580,000 tested, 1.1% active; AID 1671190; further: on the % scale 0 is the no-effect control and ±100 the full control effect
#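 Purified human 12hLO at 150 nM in 25 mM Hepes, 0.01% Triton X-100, pH 7.0, preincubated 15 min at room temperature with compound. Reaction started with 40 uM arachidonic acid, 30 min at room temperature. Hydroperoxide measured by Fe-xylenol orange, 573/405 nm absorbance ratio.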
# ERG-DNA inh = blocks human ERG Ets domain binding to DNA. fluorescence polarization, His-ERG Ets domain / labelled DNA. Potency, µM (series often up to 76.9 µM), inactives show at the top dose FP activity, negative = inhibition, usual class: inhibitors. 370,000 tested, 0.028% active; active means well fitted inhibition curve with a large enough effect in the polarisation, with a control signal flat; inconclusive means small, poorly fitted or top-dose-only effect, or effect the other way, or a change in a side signal; inactive means no such curve, though single readings can be large or run the other way; the % refers to the polarisation;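 further: polarization taken with two DNA probes labelled with fluorescein and Texas red; % of control where 0% means no effect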
# Target sequence (P11308 whole entry, looked up, the tested form may be a part): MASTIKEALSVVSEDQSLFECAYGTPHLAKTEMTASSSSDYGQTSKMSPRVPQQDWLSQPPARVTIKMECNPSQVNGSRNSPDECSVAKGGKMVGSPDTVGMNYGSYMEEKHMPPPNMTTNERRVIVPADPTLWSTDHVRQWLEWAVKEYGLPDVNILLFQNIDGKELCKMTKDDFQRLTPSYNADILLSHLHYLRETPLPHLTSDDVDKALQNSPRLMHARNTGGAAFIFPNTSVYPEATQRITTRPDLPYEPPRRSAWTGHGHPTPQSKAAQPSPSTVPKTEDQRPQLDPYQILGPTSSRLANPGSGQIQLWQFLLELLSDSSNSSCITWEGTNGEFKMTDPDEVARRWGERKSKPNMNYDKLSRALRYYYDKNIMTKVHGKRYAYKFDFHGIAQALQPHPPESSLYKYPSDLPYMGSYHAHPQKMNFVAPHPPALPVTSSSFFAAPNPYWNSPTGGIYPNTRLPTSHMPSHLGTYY
#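 His-tagged ERG Ets domain (1 uM in the protein solution; 300mM KCl, 50mM Tris-HCl, 1mM EDTA, 1mM DTT, pH 7.5) received compound, then a probe mix of 5 nM fluorescein-DNA and 100nM Texas-615-DNA. Fluorescence polarization was read for both dyes.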
# Pin1 inh = blocks the human prolyl isomerase Pin1; Potency, µM (top dose mostly 115 µM), without a hit: at the top dose activity, negative = inhibition, actives largely listed as inhibitors; Q13526; 390,000 tested, 0.009% active; AID 504891; Pin1 FP peptide displacement, HiFluor488, 10 min; active means well fitted inhibition curve with a large enough effect in the polarisation, with a control signal flat, not every such curve was filed as active; inconclusive means small, poorly fitted or top-dose-only effect, or effect the other way, or a change in a side signal; inactive means no such curve, though single readings can be large or run the other way; the % refers to the polarisation; further: on the % scale 0 is the no-effect control and ±100 the full control effect
# Target sequence (Q13526 whole entry, looked up): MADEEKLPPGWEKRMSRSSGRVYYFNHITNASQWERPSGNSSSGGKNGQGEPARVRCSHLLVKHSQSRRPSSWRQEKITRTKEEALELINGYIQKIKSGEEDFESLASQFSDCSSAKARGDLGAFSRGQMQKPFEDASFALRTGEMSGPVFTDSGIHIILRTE
# * = called active by the depositor; i = inactive; ? = inconclusive; & = joins results of further samples; [ ] = remark or other dose. Unless noted, the call rests on the fitted dose curve; in most records, active means well fitted curve in the direction sought with a large enough effect; inconclusive means small, poorly fitted or top-dose-only effect, or another doubt; inactive means no such curve, though single readings can be large; an effect the other way counts as inactive or inconclusive. Potency means the concentration at half of the fitted maximal effect. Not all compounds are listed. The share of hits here may be higher or lower than overall.
no.	mol	PGK inhibitor	GLS inh	HP1b chromo inh	TrxR1 inh	JMJD2A Tudor	RGS4 inh	ALOX12 inh	ERG-DNA inh	Pin1 inh
1	COc1cc(C(=O)NC(C)C2CC3CCC2C3)ccc1OC(F)F (centres undefined)	-9.7%	8.1%	34.6%	-6.1%	5.3%	-12.3%	254.1%[activator]	6.4%	-6.7%
2	CSc1ccc(S(=O)(=O)N2CCC(C(=O)NCCc3ccccc3)CC2)cc1	-2.1%	0.0%	53.1%[activator]	0.7%	-2.3%	19.2%	3.9%	-1.4%	0.5%
3	CC1=C(C#N)C(NC(=O)c2cccc(Cl)c2)(C(F)(F)F)C(=O)N1 (centres undefined)	-0.7%&-6.5%	5.9%&1.1%	15.3%&28.7%	16.9%&-3.7%	-7.5%&-7.4%	15.2%&-29.9%	-16.1%&-9.9%	-3.9%&-10.9%	-10.0%&-5.0%
4	Cn1ccnc1C(=O)C1CCCN(Cc2cn[nH]c2-c2ccc(-c3ccccc3)cc2)C1 (centres undefined)	i	49.6%[activator]	?	21.1%[57.1 µM]	?	-5.0%	2.7%	6.6%	-0.6%
5	COc1ccccc1Nc1ncccc1[N+](=O)[O-]	-0.3%	-0.6%	?	10.4%	44.7µM*	2.5%	0.0%	-2.0%	-11.0%
6	CC1(C(=O)NNC(=O)c2cccc([N+](=O)[O-])c2)CC1(Br)Br (centres undefined)	-9.4%	23.5%	85.4%[activator]	0.0%	-22.8%	-18.2%	-0.1%	-4.2%	-6.0%
7	COc1cc(-c2nc(S(=O)(=O)c3ccc(C)cc3)c(N(C)C)o2)cc(OC)c1OC	7.0%	0.8%	-17.0%	-23.0%[57.1 µM]	?	-9.0%	-1.8%	-0.5%	3.7%
8	COc1ccc([C@@H]2[C@@H]3C(=O)N(C(C)(C)C)C(=O)[C@@H]3[C@]3(Cc4ccccc4)C(=O)N(c4cccc(Br)c4)C(=O)N23)cc1	-8.2%	0.5%	39.4%[activator]	18.0%	-27.7%	-8.8%	12.7%	2.7%	11.1%
9	O=C(C[n+]1cccc(CNC(=O)c2ccc(OC(F)F)cc2)c1)Nc1ccc(SC(F)F)cc1	-7.2%	-0.9%	22.7%	-17.9%	-14.8%	-3.9%	?	4.3%	0.1%
10	COC(=O)c1sc2ccccc2c1NC(=O)c1ccc(S(=O)(=O)N2CCCC(C)C2)cc1 (centres undefined)	-10.3%	-14.9%	34.9%	9.6%[57.1 µM]	1.7%	-0.4%	13.0%	-3.8%	2.7%
11	COCc1cc(C)nc2sc(C(=O)Nc3ccc(C(C)=O)cc3)c(N)c12	11.4%	2.8%	61.0%[activator]	?	-15.5%	-25.1%	?	-0.4%	1.5%
12	CCNc1c(NS(=O)(=O)c2ccc(C3CCCCC3)cc2)c(=O)oc2ccccc12	5.6%	7.7%	-22.9%	0.9%[57.1 µM]	-3.5%	18.2%	12.2%	11.7%	2.7%
13	COC(=O)c1ccc(CN2CCC(n3nccc3NC(=O)C3CCCC3)CC2)cc1	i	-7.1%	8.1%	10.9%	-16.1%	-29.9%	3.7%	-6.3%	-5.2%
14	CC(=O)N(C)c1ccc(OCC(O)CN(Cc2ccco2)S(=O)(=O)c2ccc(C)cc2)cc1 (centres undefined)	8.0%	12.1%	22.8%	5.8%	-19.1%	11.1%	?	9.3%	2.8%
15	O=C(NCc1ccccn1)NC1CCCCC1	-6.0%	5.9%	32.7%	4.0%	-15.2%[57.1 µM]	-19.2%	3.4%	-5.1%	-3.0%
16	COc1ccc(CCN2CC(C(=O)NCc3nc(C)c(C)s3)CCC2=O)cc1 (centres undefined)	-1.6%	-0.8%	-6.9%	-16.2%	-4.4%	-47.6%	45.6%[activator]	-27.6%	-6.7%
17	Cc1ccc(NC(=O)C(Cc2ccccc2)NS(=O)(=O)c2cccc3nsnc23)c(C)c1 (centres undefined)	0.1%	-0.3%	8.2%	20.5%	?	28.4%	?	-9.0%	-5.6%
18	O=C(c1noc2c1CCCC2)N1CCN(Cc2ccccc2)CC1	3.2%	3.7%	22.9%	?	-7.3%	-2.7%	19.0%	-1.0%	-0.2%
19	Cc1cccc(C)c1NC(=O)COn1nnc2ccc(C(F)(F)F)cc21	i	0.0%	39.2%[activator]	11.4%[57.1 µM]	8.4%	-12.5%	-2.8%	5.6%	0.5%
20	COc1cccc(N(CC(=O)NC2CCCC2)C(=O)Cn2nnc(-c3ccc(C)o3)n2)c1	0.6%	-14.7%	29.5%	3.6%[57.1 µM]	-17.3%	9.4%	19.6%	0.5%	2.9%
21	COc1ccccc1CNC(=O)COC(=O)[C@H](Cc1c[nH]c2ccccc12)NC(=O)c1cccs1	0.3%	24.7%	-18.9%	-4.9%[57.1 µM]	-34.8%	1.2%	0.6%	3.4%	26.1%
22	CCN(C(=O)COC(=O)c1[nH]c(=O)[nH]c(=O)c1N)c1ccccc1	-1.7%	-7.4%	15.3%	4.0%[57.1 µM]	-16.1%	11.1%	-4.2%	-2.1%	-4.3%
23	COc1ccc(/C=C2/Sc3ccc(C(=O)NCCCN4CCOCC4)cc3NC2=O)cc1OC	-9.2%	-28.6%	-2.5%[57 µM]	1.3%	?	?	-3.1%	14.9%	28.9%
24	CC(C)(C)OC(=O)C[C@H]1C/C=C\C[C@H](CC(=O)NCCO)C(=O)NCCOC1=O	-2.8%	0.0%	21.0%	7.5%[57.1 µM]	-10.6%	16.1%	1.5%	-1.5%	-0.7%
25	COc1ccc(OC)c(-n2c(CN3CCC(C(N)=O)CC3)nc3ccccc3c2=O)c1	11.6%	2.6%	37.2%	-14.9%	-12.8%	-11.8%	-16.7%	-4.7%	2.8%
26	CCOC(=O)C1=C(C)N=C2SC(C)C(=O)N2C1c1cccc(F)c1 (centres undefined)	1.1%	11.8%	56.5%[activator]	-13.3%	-22.6%	1.4%	?	-3.1%	?
27	COc1ccc(C)cc1Nc1n[n+](-c2ccccc2)c(-c2ccc(SC)cc2)s1	i	3.0%	-6.5%	1.7%	?	-38.6%	?	-12.1%	7.2%
28	CCOC(=O)C1=C(C)N=C2SC(C)C(=O)N2C1c1ccccc1 (centres undefined)	-9.7%	-17.8%	45.7%[activator]	5.6%[11.4 µM]	-7.6%	7.1%	1.4%	0.1%	3.2%
29	COc1ccc2cc[nH]c2c1	i	-13.3%	-22.8%	11.2%[57.1 µM]	?	?	-10.7%	25.8%	-1.1%
30	COC(=O)c1ccccc1NC(=O)C1CCCN(c2nnc(-n3cccc3)s2)C1 (centres undefined)	-6.0%	-4.4%	3.9%	1.3%[57.1 µM]	?	-27.8%	22.8%[57.4 µM]	14.3%	22.2%

# From entry 1 as far as 2, copied from above:
no.	mol	PGK inhibitor	GLS inh	HP1b chromo inh	TrxR1 inh	JMJD2A Tudor	RGS4 inh	ALOX12 inh	ERG-DNA inh	Pin1 inh
1	COc1cc(C(=O)NC(C)C2CC3CCC2C3)ccc1OC(F)F (centres undefined)	-9.7%	8.1%	34.6%	-6.1%	5.3%	-12.3%	254.1%[activator]	6.4%	-6.7%
2	CSc1ccc(S(=O)(=O)N2CCC(C(=O)NCCc3ccccc3)CC2)cc1	-2.1%	0.0%	53.1%[activator]	0.7%	-2.3%	19.2%	3.9%	-1.4%	0.5%

# (listing goes on)
no.	mol	PGK inhibitor	GLS inh	HP1b chromo inh	TrxR1 inh	JMJD2A Tudor	RGS4 inh	ALOX12 inh	ERG-DNA inh	Pin1 inh
31	CC(CNC(=O)Cn1c(-c2cccs2)cc2ccccc21)c1ccccc1 (centres undefined)	-11.7%	-2.4%	51.4%[activator]	63.6%[activator]	-1.3%	-1.2%	-21.2%	-5.8%	15.7%
32	Cc1ccccc1C(=O)OCC(=O)N(C)c1ccccc1	7.2%	-7.4%	25.8%	2.5%	4.7%	4.5%	-7.8%	-7.9%	0.1%
33	O=C(COc1cccc(C(F)(F)F)c1)Nc1ccc(S(=O)(=O)N2CCCCC2)cc1	7.6%	2.8%	6.4%	24.9%	-15.0%	2.4%	-16.9%	0.8%	22.3%
34	COc1ccc(CNC(=O)CN(c2ccc(OC)cc2)S(=O)(=O)c2c(C)nn(C)c2C)cc1	-7.1%	-0.3%	10.6%	-0.6%	-1.4%	-22.9%	-11.2%	0.4%	-1.2%
35	CCCNC(=O)C1CC(c2ccccc2[N+](=O)[O-])=NO1 (centres undefined)	-7.6%	0.1%	33.7%	-4.2%[57.1 µM]	-19.3%	-2.4%	?	-2.1%	-11.2%
36	COc1cc(/C=C2\SC(=S)N(CCC(=O)Nc3cccc(O)c3)C2=O)cc(OC)c1OC	-7.3%	2.3%	-8.6%	13.5%[57.1 µM]	-32.7%	-15.0%	-6.3%	16.1%	?
37	COc1cc2nc(NC(=O)c3ccccc3)sc(=O)c2cc1OC	-4.9%	-0.7%	27.7%	4.4%	-4.0%	32.2%	-2.4%	-14.9%	0.6%
38	CC1(C)CN(C(Cc2ccccc2)C(N)=O)C1=O (centres undefined)	-7.5%	-8.2%	31.8%	5.1%	9.3%	16.0%	18.9%	-1.9%	3.6%
39	Fc1ccc(Oc2nnnn2-c2ccccc2)cc1	-9.6%	6.6%	60.1%[activator]	27.2%[57.1 µM]	10.4%	-26.1%	0.0%	-11.5%	-1.5%
